Sm TGR inh: qHTS Assay for the Inhibitors of Schistosoma Mansoni Peroxiredoxins. Schistosoma mansoni thioredoxin glutathione reductase (TGR), Q962Y6. purified TGR, DTNB reduction, TNB absorbance 405 nm. Potency, µM (top dose mostly 114 µM), for the others: at the top dose activity change, negative = inhibition, actives largely listed as inhibitors. 360,000 tested, 3% active; note: potency is the fitted concentration of half-maximal effect; nearly all actives have a fitted effect of over 60% in size
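TGR 20 nM + NADPH 100 uM (dispensed conc.), cpd preinc 15 min RT; start with NADPH (500 uM addition) then DTNB (15 mM addition). Kinetic TNB absorbance, 405 nm filter. Four-parameter Hill fit across titration.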
AMA1-RON2 inh: qHTS for Inhibitors of AMA1-RON; Towards Development of Antimalarial Drug Lead: Primary Screen; Plasmodium falciparum AMA1 (3D7) - RON2 peptide interaction; AlphaScreen AMA1-biotinylated RON2 peptide binding; Potency, µM (doses to about 58.2 µM), for inactives: at the highest dose activity change, negative = inhibition, hits mostly inhibitors; 360,000 tested, 0.2% active;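 note: potency is the fitted concentration of half-maximal effect; 0% = vehicle wells and -100% = peptide control; nearly all actives have a fitted effect of over 45% in size; some results filed as inactive show a strong effect at the top dose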
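AMA1 (3D7) with his tag at 25 nM final met compounds first, then biotinylated RON2 peptide at 25 nM; detection used donor plus acceptor beads, 10 µg/mL apiece, read by AlphaScreen after 30 min at room temperature.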
HCMV antiviral: qHTS Assay for inhibitors of the human cytomegalovirus (HCMV); HFF cells, HCMV-luciferase reporter, 72 h; stronger effect = lower value; activity change, negative = inhibition, % at 57.5 µM; 410,000 tested, 4.5% active; AID 1259415, 2018; in the data active = activity change below about -60%; inconclusive = no clear call, values can overlap the other calls; inactive = above about -39%
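Luciferase read-out from HCMV-luciferase-infected HFFs (MOI 1 PFU/cell) 72 h post infection at 37C; compounds added after 16 h cell attachment; activity normalized between buffer-only basal and Salinomycin (10uM) inhibitor controls.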
AmpC inh no detg: qHTS Inhibitors of AmpC Beta-Lactamase (assay without detergent). P00811. AmpC nitrocefin hydrolysis, absorbance 480 nm, 0.0001% Triton. Potency, µM (highest dose often 57.1 µM), without a hit: top-dose activity change, negative = inhibition, hits mostly inhibitors. 330,000 tested, 0.52% active;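 note: potency is the fitted concentration of half-maximal effect; plate controls were no compound for no effect and no enzyme for full effect; nearly all actives have a fitted effect of over 20% in size; some results filed as inactive show a strong effect at the top dose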
Target sequence (P00811 whole entry, looked up): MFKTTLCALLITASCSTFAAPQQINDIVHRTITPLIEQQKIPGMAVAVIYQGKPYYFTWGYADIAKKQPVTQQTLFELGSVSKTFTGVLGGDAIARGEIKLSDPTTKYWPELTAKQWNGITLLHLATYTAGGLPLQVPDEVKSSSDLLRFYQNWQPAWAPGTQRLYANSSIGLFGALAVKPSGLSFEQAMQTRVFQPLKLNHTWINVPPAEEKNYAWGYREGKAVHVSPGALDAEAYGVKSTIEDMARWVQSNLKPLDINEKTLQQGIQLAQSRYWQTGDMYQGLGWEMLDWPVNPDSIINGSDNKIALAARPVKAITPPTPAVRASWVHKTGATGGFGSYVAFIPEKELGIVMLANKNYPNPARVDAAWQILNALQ
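AmpC (5.3 nM in the dispensed reagent) in 20 mM phosphate pH 7.0 with 0.01% (detergent screen) or 0.0001% Triton X-100 was preincubated with compounds for 15 min at room temperature. Nitrocefin was then added from an 800 uM solution, and hydrolysis was followed at 480 nm.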
Tb PYK inh: qHTS of Trypanosoma Brucei Inhibitors. pyruvate kinase (Trypanosoma brucei), Q57TT1. TbPYK enzyme, Kinase-Glo Plus ATP luminescence, 45 min. Potency, µM (titrated, usually from 76.8 µM), for the others: at the top dose activity, negative = inhibition, actives largely listed as inhibitors. 410,000 tested, 0.12% active. AID 624173, 2012; note: potency is the fitted concentration of half-maximal effect; nearly all actives have a fitted effect of over 50% in size
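Luminescence from Kinase-Glo Plus, added after a 45-minute room-temperature reaction, served as the end-point read-out. The enzyme and substrate were preincubated with compound before ADP (130 uM final) initiated turnover. Concentration-effect curves came from normalized qHTS data.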
LmPK inhibitor: qHTS Assay for Inhibitors of Leishmania Mexicana Pyruvate Kinase (LmPK). Q27686. purified LmPK, Kinase-Glo ATP luminescence, 1 h. Potency, µM (titrated, usually from 57.5 µM), inactives show top-dose activity change, negative = inhibition, most hits filed as inhibitors. 290,000 tested, 0.37% active. AID 1721, 2009; note: potency is the fitted concentration of half-maximal effect
Target sequence (Q27686 whole entry, looked up): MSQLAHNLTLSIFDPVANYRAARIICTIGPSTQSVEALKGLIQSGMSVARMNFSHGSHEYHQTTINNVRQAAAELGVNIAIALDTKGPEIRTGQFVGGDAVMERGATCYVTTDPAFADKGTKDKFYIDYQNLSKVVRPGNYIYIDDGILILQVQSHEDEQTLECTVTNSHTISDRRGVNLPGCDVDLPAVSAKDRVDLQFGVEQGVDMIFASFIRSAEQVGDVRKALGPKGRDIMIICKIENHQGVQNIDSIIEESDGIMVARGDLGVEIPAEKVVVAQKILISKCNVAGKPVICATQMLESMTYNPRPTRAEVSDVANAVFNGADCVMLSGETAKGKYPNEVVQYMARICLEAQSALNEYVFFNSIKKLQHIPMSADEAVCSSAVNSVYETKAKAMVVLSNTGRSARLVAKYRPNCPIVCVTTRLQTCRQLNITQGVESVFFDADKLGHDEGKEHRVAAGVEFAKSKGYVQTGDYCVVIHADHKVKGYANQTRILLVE
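Purified LmPK (0.1 nM) converted ADP (0.1 mM) to ATP with PEP (0.5 mM) in imidazole buffer pH 7.2 with KCl and MgCl2, 1 h at room temperature. ATP was read by Kinase-Glo luminescence; data normalized to uninhibited and no-enzyme controls.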
AmpC inh detg: qHTS Inhibitors of AmpC Beta-Lactamase (assay with detergent) | P00811 | AmpC hydrolysis of nitrocefin, absorbance 480 nm, 0.01% Triton | Potency, µM (highest dose often 114 µM), for inactives: top-dose activity change, negative = inhibition, actives largely listed as inhibitors | 370,000 tested, 0.041% active;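 note: potency is the fitted concentration of half-maximal effect; 0% = no-compound wells and -100% = no-enzyme wells; nearly all actives have a fitted effect of over 25% in size; some results filed as inactive show a strong effect at the top dose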
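AmpC (5.3 nM in the dispensed reagent) in 20 mM phosphate pH 7.0 with 0.01% (detergent screen) or 0.0001% Triton X-100 was preincubated with compounds for 15 min at room temperature. Nitrocefin was then added from an 800 uM solution, and hydrolysis was followed at 480 nm.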
* hit, by the source's call; u = inconclusive; x = no result given; [ ] = dose if it differs, or a comment. Unless noted, calls come from the whole dose curve; as a rule, active = well fitted curve in the direction sought with a large enough effect; inconclusive = small, poorly fitted or top-dose-only effect, or another doubt; inactive = no such curve, though single readings can be large; an effect the other way counts as inactive or inconclusive. Unless noted, % is set by controls: 0 for no effect and ±100 for the full control effect. Outcome played no part in choosing rows; any-hit rate near 7.4%.

SMILES	Sm TGR inh	AMA1-RON2 inh	HCMV antiviral	AmpC inh no detg	Tb PYK inh	LmPK inhibitor	AmpC inh detg
O=C1c2cccc3cccc(c23)C(=O)N1CCCn1ccnc1	x	-12%	-39	x	1%	x	x
Cc1cccc(NC(=O)CN2C(=S)NC(C)(C)CC2C)c1 (stereo not given)	-3%	0%	10	-17%	-11%	4%	-7%
COc1ccc(/C=N/NC(=O)c2ccncc2)cc1CN1CCOCC1	1%	4%	-4	-15%	-1%	-1%	u
COC(=O)[C@@H](Cc1c[nH]c2ccccc12)NC(=O)c1ccc2c(c1)OCO2	-23%	0%	-105*	-27%	-16%	-18%	-3%
CNC(=O)[C@H]1O[C@@H](n2cnc3c(NCc4cccc(I)c4)nc(Cl)nc32)[C@H](O)[C@@H]1O	3%	-2%	44	224%[activator]	3%	x	-11%
CCc1ccc(C2CC(=O)NC(NC(=O)c3ccc(C(C)(C)C)cc3)=N2)cc1 (stereo not given)	12%	x	-10	x	2%	x	17%
Cc1cc(NC(=O)c2cc(-c3ccc(Br)cc3)on2)nn1Cc1ccc(Cl)cc1	0%	x	-8	x	4%	x	-2%
CN1CCN(c2nc3c(c(=O)n(C)c(=O)n3C)n2Cc2cccc3ccccc23)CC1	22%	0%	-28	186%[activator]	-7%	8%	1%
O=C1CSC(c2ccc(Cl)cc2Cl)N1c1ccccn1 (stereo not given)	u	-3%	-22	-4%	-14%	1%	-14%
Cc1nn(-c2ccccc2)c(Cl)c1/C=N/NC(=O)c1ccc(NS(=O)(=O)c2cccs2)cc1	x	x	x	u	x	-3%	-9%
O=C(CN1CCN(c2ccc([N+](=O)[O-])cc2Cl)CC1)N1CCOCC1	-21%	3%	-27	39%	3%	0%	2%
CC(C)(C)C1=C[C@@H](CO)C[C@@H](CO)C1	0%	2%	-9	-8%	3%	7%	-14%
N#Cc1nc(-c2ccco2)oc1NCc1ccccc1Cl	-4%	-4%	-3	-42%	6%	5%	-7%
O=C(O)c1ccc(Cl)c(S(=O)(=O)NCc2cccnc2)c1	-2%	-5%	38	-13%	-19%	-2%	-8%
N#Cc1ccc(Cl)cc1NC(=O)CN1C(=O)C(=O)N(CCC2=CCCCC2)C1=O	x	8%	65	x	3%	x	x
O=C(CC1C(=O)CCCC1=O)c1ccccc1	40µM*	7%	11	-5%	-9%	-4%	-2%
COc1ccc(CCNC(=O)c2c(C)oc3ncn(CC(C)C)c(=O)c23)cc1OC	-2%	x	-1	x	-2%	x	-6%
O=C(CS(=O)Cc1ccccc1Cl)Nc1ccccc1Cl (stereo not given)	11%	4%	u	-1%	2%	-1%	-3%
O=C(Nc1cc([N+](=O)[O-])ccc1O)NC1CCS(=O)(=O)C1 (stereo not given)	-20%	5%	0	-8%	1%	x	-17%
CCOC(=O)c1ccccc1NC(=O)CCNC(=O)Cn1cnc2ccccc2c1=O	0%	u	-15	19%	4%	-5%	-11%
Cc1cc(=O)[nH]c2nnc(SCc3cccc(C(F)(F)F)c3)n12	0%	x	u	x	6%	x	1%
CCC(C)NC(=O)C(Sc1ccccc1)c1ccccc1 (stereo not given)	6%	41%[activator]	-7	2%	3%	0%	-7%
CCn1nnnc1NCc1ccc(N2CCCC2)cc1	u	-23%	46	37%	u	0%	-2%
Cc1ccccc1CSc1nnc(-c2cnccn2)n1C	0%	-13%	34	1%	0%	5%	-3%
COc1ccccc1-c1nnc(SCC(=O)NC2CCS(=O)(=O)C2)n1CCc1ccccc1 (stereo not given)	-2%	2%	-34	28%	-3%	-5%	3%
C=CCc1cccc(Cl)c1OCCON1C(=O)CCC1=O	3%	-13%	43	-5%	-8%	-5%	2%
COc1ccc(C(=O)Nc2cccc(C(=O)OCc3cc(=O)n4nc(C5CC5)sc4n3)c2)cc1	-10%	x	89	x	-3%	x	0%
COc1cccc(NC(=S)NNC(=O)Cn2nc(C(F)F)cc2C(F)F)c1	1%	51%[activator]	5	-29%	-27%	1%	-13%
CCOc1ccc2c(c1)c(=O)c(S(=O)(=O)c1ccc(CC)cc1)cn2CC	-12%	x	-20	x	-2%	x	-8%
O=C(c1ccc(Cl)c(Cl)c1)c1cc(-c2ccccn2)c(N2CCOCC2)s1	-1%	32%[activator]	-75*	164%[activator]	3%	2%	1%
Cc1cc(C)n(CC(O)Cn2c3ccc(Br)cc3c3cc(Br)ccc32)c(=O)n1 (stereo not given)	0%	2%	-4	106%[activator]	6%	-17%	4%
Cc1cc(NCCN2CCOCC2)n2ncc(-c3ccccc3)c2n1	-11%	-3%	223	-8%	0%	1%	-13%
CC(C)c1ccccc1N=C1SCCCN1C(=O)c1cccc(N2C(=O)CCC2=O)c1	-7%	0%	0	7%	-12%	x	8%
Cc1ccnc(NC(=O)Cc2ccc(-c3ccccc3)cc2)c1	28%	-8%	-90*	-52%	0%	-4%	-3%
COc1ccc(CCNC(=O)CSCc2nc(-c3cccc(C)c3)oc2C)cc1OC	-1%	x	-22	x	1%	x	-11%
CCOC(=O)C[C@H]1c2cc(F)ccc2S(=O)(=O)N1C(C)(C)C	x	17%	-10	x	1%	x	x
O=C1N=C(N2CCOCC2)S/C1=C\c1cccnc1	x	19%	31	-17%	-15%	-1%	-1%
COc1cc(C(C(=O)NCc2ccccc2)N(Cc2ccco2)C(=O)c2cnccn2)cc(OC)c1OC (stereo not given)	-8%	-10%	28	80%[activator]	1%	3%	-12%
CN(C(=O)c1ccc(NC(=O)Cc2ccc(NC(=O)C3CCCN(C(=O)c4ccccc4)C3)cc2)cc1)C1CCCC1 (stereo not given)	x	0%	-4	x	-1%	x	x
O=C(N1CCOCC1)N1c2ccccc2CC(N2CCOCC2)c2ccccc21 (stereo not given)	0%	-7%	8	49%	-6%	-6%	8%
CC(C)C(=O)OC1=CN(Cc2ccccc2)S(=O)(=O)c2ccccc21	5%	x	-12	x	-3%	x	17%
O=C1C=C(NC2CCCCC2)CCC1	-7%	11%	-3	-20%	0%	x	-4%
Cn1c2ccccc2c2nnc(SCC(=O)Nc3cccc(O)c3)nc21	0%	13%	7	-34%	-5%	1%	-13%
Cc1cc(C)cc(OCc2nnc(SCC(=O)N3CCN(c4ccccc4)CC3)o2)c1	0%	27%	23	8%	-5%	-2%	9%
COc1cccc(C(=O)CSc2nc3ccccc3n2CC(=O)N2CCOCC2)c1	-2%	-1%	19	-1%	4%	4%	u

3 entries from above, bar-delimited.
molecule | Sm TGR inh | AMA1-RON2 inh | HCMV antiviral | AmpC inh no detg | Tb PYK inh | LmPK inhibitor | AmpC inh detg
CC(C)C(=O)OC1=CN(Cc2ccccc2)S(=O)(=O)c2ccccc21 | 5% | x | -12 | x | -3% | x | 17%
O=C1C=C(NC2CCCCC2)CCC1 | -7% | 11% | -3 | -20% | 0% | x | -4%
Cn1c2ccccc2c2nnc(SCC(=O)Nc3cccc(O)c3)nc21 | 0% | 13% | 7 | -34% | -5% | 1% | -13%

Next compounds:
SMILES	Sm TGR inh	AMA1-RON2 inh	HCMV antiviral	AmpC inh no detg	Tb PYK inh	LmPK inhibitor	AmpC inh detg
O=S1(=O)CCC(NS(=O)(=O)c2ccc3ccccc3c2)C1 (stereo not given)	-1%	4%	-12	-15%	4%	-2%	u
O=C(Cc1ccc(S(=O)(=O)N2CCOCC2)s1)NCC(=O)Nc1ccccc1Br	56µM*	-4%	-13	-18%	-1%	x	1%
Cc1ccccc1NC(=O)c1cc2c([nH]c1=O)CC(C)(C)CC2=O	2%	x	43	x	2%	x	13%
Cc1ccc(C)c(NC(=O)CN(C)C(=O)c2cccc(N3C(=O)CCC3=O)c2)c1	-5%	-1%	14	-4%	-2%	x	0%
CC(=O)c1cccc(NCC(=O)c2ccc(C)c([N+](=O)[O-])c2)c1	-14%	18%	24	-27%	0%	-3%	2%
Cc1ccc(S(=O)(=O)NC(C)(C)CSc2nncn2N)cc1	0%	6%	55	-28%	-3%	0%	-7%
Cc1cc(OCC(=O)NCCCn2ccnc2)c2c(C)c(C)c(=O)oc2c1	-1%	-14%	26	-3%	-6%	1%	-8%
CC(C)C(NC(=O)C12CC3CC(CC(C3)C1)C2)C(=O)N/N=C/C1=C(N2CCOCC2)C(=C\c2cccc([N+](=O)[O-])c2)/CC1 (stereo not given)	5%	3%	-28	-37%	2%	-1%	0%
CCOC(=O)c1ccc(N2C(=O)CC(SCC(=O)Nc3ccc(S(N)(=O)=O)cc3)C2=O)cc1 (stereo not given)	u	27%	22	-28%	0%	1%	1%
Cc1ccccc1CC(=O)Nc1ccc2c(c1)CCC2	-3%	-2%	-29	-22%	-2%	-1%	-13%
Cc1cccc(S(=O)(=O)Nc2nc3ccccc3nc2OC(C)C)c1	8%	0%	u	-23%	-4%	-5%	-4%
COC(=O)c1cccc(NC(=O)CSc2nnc(C)o2)c1	-2%	-16%	-24	14%	4%	-1%	-10%
O=C(CSc1ccc2ccccc2c1)Nn1cnnc1	-7%	14%	9	-6%	3%	4%	-1%
c1ccc(-c2noc(CSc3nc4ccccc4o3)n2)cc1	2%	53%[activator]	-11	-28%	-3%	2%	1%
Cc1ccc(S(=O)(=O)NC(=S)c2ccccc2)cc1	x	12%	0	x	-6%	x	x
Cn1c(C(=O)OCC(=O)NCC2CCCO2)cc2sccc21 (stereo not given)	-9%	6%	-10	-3%	0%	1%	-8%
CCOc1ccc(NC(=O)CSc2nncc(=O)[nH]2)cc1	-14%	8%	-37	-16%	2%	1%	4%
COc1ccc(S(=O)(=O)N2CCOCC2)cc1NS(=O)(=O)/C=C/c1ccccc1	0%	11%	-36	-30%	1%	2%[11.5 µM]	1%
CN(CC(=O)Nc1ccc(Cl)c(S(=O)(=O)N2CCOCC2)c1)C(=O)c1cccs1	2%	5%	65	-16%	-3%	x	4%
COc1ccccc1NC(=S)NNC(=O)c1ccc(Cl)cc1Cl	0%	138%[activator]	95	-36%	-12%	-6%	-12%
COc1ccc(F)cc1CN1CCN(CC(=O)N2CCc3ccccc32)CC1	-8%	-1%	-19	40%	0%	1%	-8%
